LDHA block = LDHA (human) enzyme inhibition; activity change, % (values are at about 110 or 230 µM); 480,000 compounds, 0.15% hits; P00338; AID 1347041; purified LDHA, NADH/diaphorase-resazurin fluorescence; hits give low values; in the data active = activity change below about -30%; inconclusive = mostly about -25% to -30%;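 also: plate controls were DMSO wells for no effect and wells without enzyme for full effect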
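Human LDH5 (2 nM) was incubated with 0.06 mM NADH and 0.2 mM pyruvate for 5 min at room temperature in Tris pH 7.4. Remaining NADH was coupled through diaphorase/resazurin, and resorufin fluorescence was read at 0 and 20 min.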
* hit, by the source's call; ? = inconclusive; & = joins results of further samples. These rows are one share of the data (hit frequency here may not be typical).

SMILES	LDHA block
CCc1ccc(C(=O)c2sc(Nc3cccc(SC)c3)nc2N)cc1	-7
C/C(=N/Nc1ccc(S(=O)(=O)Nc2ccc(Cl)cc2)cc1[N+](=O)[O-])c1cccc([N+](=O)[O-])c1	2
c1ccc(-c2ccc(CNCC3CCCO3)cc2)cc1 (stereo not drawn)	-3
CSCc1ccc(C(=O)NCc2coc(-c3cccs3)n2)cc1	10
CCN(CC)S(=O)(=O)N1CC=C(c2c(OC)cc(OC)cc2OC)CC1	0
CC1CCC(NC(=O)c2csc3c2CCCC3)CC1 (stereo not drawn)	1
CCOC(=O)Cn1c(=O)c2c3c(sc2n(CCCN(C)C)c1=O)CC(C)CC3 (stereo not drawn)	-1
Cc1oc(-c2cccs2)nc1C(=O)N1CCCCCC1	-8
CCn1c(SCC(=O)c2cc(C)n(C(C)C)c2C)nc2cc(S(N)(=O)=O)ccc21	-9
O=C(COC(=O)CCc1c[nH]c2ccccc12)Nc1ccc([N+](=O)[O-])cc1C(F)(F)F	-7
CN(C)CCN(CC(=O)OC(C)(C)C)C(=O)CCCNC(=O)c1ccccc1	1
Cc1ccccc1/C=C(/C#N)C(=O)c1sccc1C	9
O=C(Cc1ccccc1[N+](=O)[O-])Nc1ccc2oc(C3CC3)nc2c1	10
Cc1c(Cl)c(C(F)(F)F)nn1CC(=O)Nc1ccc(Cl)cc1	0
O=C(NNC(=O)c1ccc(NC(=O)C2CCCCC2)cc1)c1ccc(F)cc1	9
CCCCn1c(=O)n(CC(C)(C)O)c(=O)c2c1nc(CO)n2CCC	9
C=CCn1cnnc1SCc1cc(=O)oc2cc(C)c(C(C)C)cc12	0
O=C(c1cc2ccccc2oc1=O)N1CCN(c2cccc(Cl)c2)CC1	2
COc1cc(-c2noc(C3CCCN(S(=O)(=O)c4cccs4)C3)n2)ccc1OC(C)C (stereo not drawn)	-1
Cc1ccc(N2NC3(CCC(C)CC3)NC2=S)cc1 (stereo not drawn)	6
CCn1c(-n2nc(C)c(C)c2C)nc2c1c(=O)n(CCN1CCCCC1)c(=O)n2C	-9
Cc1c(C(=O)O)sc(=S)n1C	9&-7
Cc1c(C(=O)NC(c2ccc(F)cc2)c2nccn2C)oc2ccc(F)cc12 (stereo not drawn)	6
c1cc(OCc2nnc(-c3cccs3)o2)cc(-n2cnnn2)c1	5
C=CCC1(CC=C)CCCCN1	-2

Part of the list above, set out differently:
CC1CCC(NC(=O)c2csc3c2CCCC3)CC1 (stereo not drawn)
  LDHA block: 1

Cc1ccc(N2NC3(CCC(C)CC3)NC2=S)cc1 (stereo not drawn)
  LDHA block: 6

CCN(CC)S(=O)(=O)N1CC=C(c2c(OC)cc(OC)cc2OC)CC1
  LDHA block: 0

C=CCC1(CC=C)CCCCN1
  LDHA block: -2

New compounds follow.
SMILES	LDHA block
C#CCNC(=O)C(C#N)C(=O)CCc1ccc2ccccc2c1 (stereo not drawn)	-1
CSc1ccc(C)c(C(=O)NCC2CC2)c1	-4
N#Cc1nc(/C=C/c2ccc(F)cc2)oc1N1CCCC1	-10
CCc1ccc(C(=O)NCC(C)C)o1	0
Cc1ccc(-c2nn3cnnc3s2)cc1NC(=O)c1ccc(-c2cccc(Cl)c2)o1	5
Cc1ccc(S(=O)(=O)N2CCC(=O)N([C@H](COCc3cccc(C)c3)C(C)C)CC2)cc1	3
CC1(C)CC(=O)C2=C(C1)NC1=C(C(=O)CC(C)(C)C1)C2c1ccc(C#N)cc1	-1
Fc1ccc(CCNC(=S)NCc2ccc(Cl)cc2)cc1	2
CCOc1ccc(S(=O)(=O)N(CC(=O)Nc2cccc(OC)c2)c2ccccc2)cc1	-7
COC(CNC(=O)CS(=O)Cc1nc(-c2ccccc2C)oc1C)OC (stereo not drawn)	1
Cc1cc(N2CCCCCC2)n2nc(Cc3ccccc3)nc2n1	-1
COc1ccc2cc(C(=O)NCCCN3CCCC3=O)c(C)nc2c1	-4
C[C@H](Nc1ccc(C(F)(F)F)cc1[N+](=O)[O-])C(=O)OCC(=O)NC12CC3CC(CC(C3)C1)C2	14
COC(=O)N(C)CC(=O)NCc1cccc(C)c1	9
Cc1ccc(-c2c(C(=O)c3ccc(Br)cc3)[nH]c(N)c2C(=O)NCc2ccc(Cl)cc2)cc1	6
O=S1(=O)N=C(Oc2ccccc2F)c2ccccc21	-9
COc1ccc(OCCN2CCN(C(=O)c3cc(C4CC4)nc4ccccc34)CC2)cc1	47
CCOc1ccc(-c2nc(N)ncc2Oc2ccccc2OCC)c(O)c1	9
CN(C)CCCN1C(=O)CSC1c1ccc(Cl)cc1 (stereo not drawn)	-5
O=C(/C=C/c1ccccn1)Nc1cccc(OC2CCCC2)c1	-25
CC(C)n1nnnc1C1c2ccccc2C(=O)N1C1CC1 (stereo not drawn)	0
CC(C)CC(=O)Nc1ccc(C(=O)Nc2ccc(CCC(=O)O)cc2)cc1	10
Nc1ccc(Sc2ccc(Cl)cc2)cc1	5
Cn1c(NCCO)nc2c1c(=O)n(Cc1ccccc1F)c(=O)n2C	0
CCCCn1nc(C(=O)Nc2cc(OC)ccc2OC)c2ccccc2c1=O	10

Ordered by value in LDHA block (lowest first): five from the list above
Compound	LDHA block
C=CCC1(CC=C)CCCCN1	-2
CC1(C)CC(=O)C2=C(C1)NC1=C(C(=O)CC(C)(C)C1)C2c1ccc(C#N)cc1	-1
CCN(CC)S(=O)(=O)N1CC=C(c2c(OC)cc(OC)cc2OC)CC1	0
Cc1ccc(-c2nn3cnnc3s2)cc1NC(=O)c1ccc(-c2cccc(Cl)c2)o1	5
COC(=O)N(C)CC(=O)NCc1cccc(C)c1	9

Random excerpt: 4 records from the list
SMILES	LDHA block
COC(=O)N(C)CC(=O)NCc1cccc(C)c1	9
C#CCNC(=O)C(C#N)C(=O)CCc1ccc2ccccc2c1 (stereo not drawn)	-1
CCCCn1nc(C(=O)Nc2cc(OC)ccc2OC)c2ccccc2c1=O	10
COc1ccc2cc(C(=O)NCCCN3CCCC3=O)c(C)nc2c1	-4

New compounds follow
SMILES	LDHA block
CC1CCN(CC(=O)NCCc2c[nH]c3ccccc23)CC1	-23
Cc1ccc(/C=N/NC(=O)C(O)(c2ccccc2)c2ccccc2)s1	12
Cn1c(=O)c2c(nc(N3CCC(C(N)=O)CC3)n2CCCc2ccccc2)n(C)c1=O	13
Cc1ccc(C(=O)NCCn2c(C)cc3ccccc32)cc1	-11
COCc1nnc(NC(=O)c2cccc(Cl)c2)s1	5
CCNC(=O)NC(=O)CN(C)Cc1ccccc1	2
COCCn1ccc2nc(C)c(C(=O)N3CCN(c4cc(C)ccc4C)CC3)cc2c1=O	4
CCOc1ccc(S(=O)(=O)n2ccnc2CC)cc1C	0
Cc1nn(-c2ccc3nncn3n2)c2c1C(c1ccc(OC(C)C)cc1)CC(=O)N2 (stereo not drawn)	5
Cc1cc(C)c2cc(C(=O)NC3CCN(S(C)(=O)=O)CC3)[nH]c2c1	0
CC(C#N)Sc1ncc(-c2ccccc2)[nH]1 (stereo not drawn)	-2
COC(=O)[C@]12CCCCC=C1N(Cc1ccc(Cl)cc1Cl)C(=O)[C@H](CC(=O)NCc1ccccc1)C2	-2
CC(C)NC(=O)COC(=O)c1csc(NCc2ccccc2)n1	1
COC(=O)[C@@]12C[C@@H](CC(=O)NCCc3ccccc3OC)C(=O)N(Cc3cccc4ccccc34)C1=CCC(C)(C)C2	-9
CCn1c(CC(=O)Nc2ccc(C)cc2)nnc1SCC(=O)Nc1ccc(F)cc1	-6
CCOC(=O)c1sc(NC(=O)c2cccc(S(=O)(=O)N3CCOCC3)c2)cc1C	-2
COc1ccc(C2CC(=O)Nc3c2c(=O)nc(SCc2ccccc2)n3C)cc1Br (stereo not drawn)	6
CCOC(=O)c1sc(NC(=O)N2CCN(CCO)CC2)c(C(=O)OCC)c1C	10
Cc1nc2ccccc2nc1CN1C(=O)NC2(CCCCCC2)C1=O	-3
CCCN(Cc1cc2ccc(C)cc2[nH]c1=O)S(C)(=O)=O	1
c1csc(-c2noc(CN3CCCC3c3ccsc3)n2)c1 (stereo not drawn)	-4
O=c1c(S(=O)(=O)c2ccccc2)c[nH]c2cc(F)c(F)cc12	0
Cc1ccccc1NC(=O)COc1ccccc1C(=O)Nc1ccccc1	-8
CCc1ccc(C(=O)C2CCCCC2)cc1	9
Cc1cc(C(=O)CSc2nnnn2C2CC2)c(C)n1Cc1ccco1	-3
Remaining list, next part:
SMILES	LDHA block
O=C(CCC(=O)OCc1ccc(Br)cc1)Nc1ccc2c(c1)oc1ccccc12	?
COc1ccc(Cl)cc1NC(=O)COC(=O)c1sc2ccccc2c1Cl	7
CCCNc1c(NC(=O)Nc2cc(OC)cc(OC)c2)c(=O)oc2ccccc12	27
CN(C)CCSc1nc(N2CCCCC2)c2c(c1C#N)CCCC2	9
COc1ccc2oc(=O)c(S(=O)(=O)N3CCCC(C)C3)cc2c1 (stereo not drawn)	0
Cc1ccc2c(Cl)cc(Cl)c(OCc3nccn3C(F)F)c2n1	44
COC(=O)c1cn(CC(=O)NC2CC2)c2ccccc12	1
Cc1ccc(C(C)C)c(OCC(=O)Nc2ccc3c(c2)nc(CCn2nc(C)cc2C)n3C)c1	-16
O=C(COC(=O)c1cc2c(s1)CCC2)NC(=O)NC1CCCCC1	1
Cc1nn(C)c2c(=O)n(CC(=O)NCc3ccccc3)ccc12	1
CCc1ccc(CN(C)C(C)C(=O)NCc2cccs2)cc1 (stereo not drawn)	-22
CC1CC(C)CN(C(=O)c2cc3ccccc3cc2O)C1 (stereo not drawn)	14
O=C(CCc1c[nH]c2ccccc12)Nc1ccccc1Oc1ccccc1	5
CC(C)NC(=O)NCCn1c(-c2ccccc2)nc2ccccc21	12
COc1cc(C=O)ccc1OCCCCOc1c(C)cc(C)cc1Cl	-1
CCOc1ccc(CNCc2cccn2-c2nnc(N3CCN(C)CC3)s2)cc1	-21
COc1cc(NC(=O)c2cc(=O)c3ccccc3o2)cc(OC)c1	-24
Cc1cnc(NC(=O)C(C)Oc2cc(Cl)ccc2Cl)s1 (stereo not drawn)	-1
O=C(Nc1ccccc1)c1ccc(CSc2cccc[n+]2[O-])cc1	7
O=C(COC(=O)CC(c1ccccc1)c1ccccc1)Nc1ccc(N2CCOCC2)cc1	10
COc1cc(OC)cc(C(=O)NCC(=O)N2CCN(S(=O)(=O)c3ccc4ccccc4c3)CC2)c1	-6
COc1ccc(NC(=O)c2cnc(SC)nc2C(F)(F)F)cc1OC	4
Cc1ccccc1C(=O)Nc1ccccc1N1CCOCC1	8
Cc1nn(CC(=O)Nc2ccccc2N2CCCCC2)c(=O)c2ccccc12	-3
COc1cc(/C=C(/C#N)C(=O)OC(C)C)cc(Cl)c1OC	11
The listing continues.
SMILES	LDHA block
COc1ccc(S(=O)(=O)Nc2cc(OC(F)F)c(OC)cc2C(=O)O)cc1Br	-1
COc1ccc2cc(C(=O)N3CCN(c4ccccc4F)CC3)c(C)nc2c1	7
CC(=O)Nc1cccc(-c2nc3cc(Cl)ccc3o2)c1	4
CC(C)(C)c1ccc(NC(=O)COc2ccccc2C#N)cc1	15
Cc1ccc(C)c(C(=O)/C=C\N(C)C)c1	5
Cc1ccc(S(=O)(=O)CC(=O)c2ccc(F)cc2)cc1	9
COc1ccc2cc(C(=O)N3CCN(S(=O)(=O)c4ccc(C)cc4)CC3)c(C)nc2c1	4
CCc1ccccc1NC(=O)c1nc2ccccc2nc1N1CCCC1	-9
Cc1ccc2nc3sc(C(=O)N4CCOCC4)cc3cc2c1	7
Cc1nnc(NCC(O)COC(C)c2ccccc2)c(C#N)c1C (stereo not drawn)	5
COc1ccc(C(=O)OCc2cc(=O)n3oc(C)cc3n2)cc1NC(=O)c1ccc(C(C)(C)C)cc1	3
O=CC1=Cc2c(ccc3ccccc23)OC1	17
O=C(C(=O)N1CCN(C(=O)c2cc(-c3ccc(Cl)cc3)nc3ccccc23)CC1)N1CCOCC1	9
Cc1c(NC(=O)Cn2cnc3c2c(=O)n(C)c(=O)n3C)cccc1[N+](=O)[O-]	-6
CCCc1nnc(NC(=O)c2cc(=O)c3cc(CC)ccc3o2)s1	8
CC(C)Cn1c(NCc2ccco2)nc2c1c(=O)[nH]c(=O)n2C	-1
Cn1c(=O)c2nc(SCC(=O)NCc3ccccc3Cl)n(C)c2n(C)c1=O	5
Cc1cc(NCc2nc(-c3ccsc3)no2)ccc1-n1cnnn1	0
COC(=O)C[C@@H]1C=C[C@@H](NC(=O)CN(C)C)[C@@H](CO)O1	0
CC(=O)N1CCc2cc(NC(C)C(=O)Nc3ccc(SC(F)F)cc3)ccc21 (stereo not drawn)	0
COc1ccc2cc(C(C)C(=O)NC3CCCCC3)ccc2c1 (stereo not drawn)	-2
CN(C)c1cccc(C(=O)NC(c2ccccc2)c2ccccc2)c1	11
CS(=O)(=O)N1CCN(C(=O)CNc2cc(Cl)ccc2F)CC1	3
CC(C)NC(=O)c1ccc(F)cc1	4
CCOC(=O)C(NC(=O)c1ccccc1)(OC(C)C)C(F)(F)F (stereo not drawn)	-2
The results go on:
SMILES	LDHA block
Cc1ccccc1C(=O)OCc1nc(N)c2ccccc2n1	-3
CSCCC(c1nc2ccccc2[nH]1)n1c(-c2ccc(C)cc2)nc2ccccc21 (stereo not drawn)	2
Cc1oc2cc(OCC(=O)Nc3nccs3)ccc2c(=O)c1-c1ccccc1	-1
Cc1ccc(-c2nc3nc(CNc4cc(Cl)ccc4C)cc(=O)n3[nH]2)cc1	10
NS(=O)(=O)c1cccc(C(=O)O)c1	7
CC(NC(=O)CNC(=O)C1CCC(CNS(=O)(=O)c2ccc(Cl)cc2)CC1)c1ccccc1 (stereo not drawn)	-1
CN(Cc1cccs1)C(=O)COc1cc2oc(=O)cc(-c3ccccc3)c2cc1Cl	-1
C=C(C)Cn1c(SCc2ccc3ccccc3c2)nc2c1c(=O)[nH]c(=O)n2C	-2
CCC(C)(C)C1CCc2c(sc(NC(=O)C3CC4CCC3C4)c2C#N)C1 (stereo not drawn)	-4
CC(C)(C)c1ccc(C(=O)N/N=C(/C=C/c2ccccc2)c2ccccc2)cc1	4
